# Bioassay records deposited in PubChem BioAssay by Sanford-Burnham Center for Chemical Genomics.
# Gli-Sufu block – Gli-Sufu pathway antagonism. Sufu-KO-LIGHT fibroblasts, Gli luciferase reporter luminescence. inhibition, % at 5 µM. hit rate 0.74% among 340,000. AID 588413;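 active = inhibition above about 55%, limit read from the data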;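 also: 0% = DMSO-treated cells and 100% = wells with medium but no cells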
# 697 NFkB inh – lowers PMA/ionomycin-induced NF-kB signal in 697 B cells. 697 B-cell NF-kB luciferase reporter, 16 h. inhibition, % at 4 µM. hit rate 0.33% among 330,000; in the data active = inhibition above about 35%
# SENP8 block – blocks the human protease SENP8. AID 2540. Q96LD8. inhibition, % at 10 µM. purified SENP8, Z-RLRGG-aminoluciferin cleavage, luminescence. hit rate 1.2% among 330,000
# UBC13 inh – inhibitors of human UBC13 polyubiquitin chain formation; P61088; TR-FRET; hit rate 0.47% among 330,000; inhibition, % at 20 µM; in the data active = inhibition above about 45%, passing the limit was not always enough
# Target sequence (P61088 whole entry, looked up): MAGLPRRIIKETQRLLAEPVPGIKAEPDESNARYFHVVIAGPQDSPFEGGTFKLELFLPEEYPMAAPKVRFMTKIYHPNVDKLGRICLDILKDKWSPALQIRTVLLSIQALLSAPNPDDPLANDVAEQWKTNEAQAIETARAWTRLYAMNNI
# HKDC1 inhibitor – inhibitors of human hexokinase HKDC1. hit rate 0.16% among 340,000. inhibition, % at 20 µM. recombinant HKDC1, G6PDH/diaphorase resazurin coupled fluorescence;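 active = inhibition above about 35% when tested at 20 µM, limit read from the data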;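 also: plate controls were DMSO wells with enzyme for no effect and DMSO wells lacking enzyme for full effect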
# Target sequence (Q2TB90 whole entry, looked up): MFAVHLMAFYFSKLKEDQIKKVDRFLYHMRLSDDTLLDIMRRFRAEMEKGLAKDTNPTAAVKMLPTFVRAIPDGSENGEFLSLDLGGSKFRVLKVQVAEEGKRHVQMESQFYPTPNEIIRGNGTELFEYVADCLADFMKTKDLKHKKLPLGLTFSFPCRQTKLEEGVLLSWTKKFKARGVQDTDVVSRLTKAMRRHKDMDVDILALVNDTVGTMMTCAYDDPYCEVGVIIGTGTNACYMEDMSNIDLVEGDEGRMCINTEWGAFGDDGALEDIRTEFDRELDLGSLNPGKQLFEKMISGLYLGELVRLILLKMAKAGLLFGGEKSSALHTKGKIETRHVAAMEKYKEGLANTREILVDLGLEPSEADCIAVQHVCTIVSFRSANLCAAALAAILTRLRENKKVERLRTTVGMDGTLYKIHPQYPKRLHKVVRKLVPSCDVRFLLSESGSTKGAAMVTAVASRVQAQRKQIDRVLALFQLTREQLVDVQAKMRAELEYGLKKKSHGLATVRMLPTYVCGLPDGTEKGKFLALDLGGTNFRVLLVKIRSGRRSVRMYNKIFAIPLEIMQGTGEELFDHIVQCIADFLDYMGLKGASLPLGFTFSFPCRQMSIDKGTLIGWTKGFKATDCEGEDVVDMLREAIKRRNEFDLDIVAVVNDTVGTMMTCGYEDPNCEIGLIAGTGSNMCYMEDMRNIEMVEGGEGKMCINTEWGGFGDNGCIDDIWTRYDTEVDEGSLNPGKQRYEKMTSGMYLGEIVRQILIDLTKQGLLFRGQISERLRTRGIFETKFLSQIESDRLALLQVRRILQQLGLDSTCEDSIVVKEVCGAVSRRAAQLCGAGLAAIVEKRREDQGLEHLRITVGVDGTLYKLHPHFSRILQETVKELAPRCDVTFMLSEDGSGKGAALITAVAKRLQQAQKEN
#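 Test system: Recombinant HKDC1 (HK5) hexokinase enzyme, produced in-house | Input: HKDC1 at 5 µg/mL | Buffer or medium: Tris pH 8.0 buffer with MgCl2, Tween-20, BSA, BME | Schedule: 90 min reaction incubation at room temperature, dark | Technique: Resazurin-to-resorufin fluorescence via G6PDH and diaphorase coupling, 525/613 nm | Controls: DMSO wells with and without enzyme mix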
# Apaf1 inhib – human Apaf-1 inhibition. O14727. reconstituted apoptosome caspase-3 activity, DEVD-Rh110 fluorescence. inhibition, % at 20 µM. hit rate 0.71% among 330,000; active = inhibition of at least 40% at 20 µM;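 also: plate controls were DMSO wells for no effect and DEVD-CHO caspase inhibitor wells for full effect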
#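 System: Apoptosome proteins | Medium: Hepes pH 7.5 with detergent and BSA | Also added: Cytochrome c trigger plus (Z-DEVD)2-Rh110 caspase-3 substrate | Incubation: 30 min compound preincubation, 50 min activation, room temperature | Detection: Rhodamine 110 fluorescence at Ex 480/Em 540 nm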
# SENP7 inh – inhibitors of human SENP7 protease. recombinant SENP7, Z-RLRGG-aminoluciferin luminescence, 40 min. Q9BQF6. hit rate 1.5% among 330,000. inhibition, % at 5 µM. AID 434973;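 active = inhibition above about 50% at the single test dose, limit read from the data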;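 also: plate controls were DMSO with enzyme for no effect and no enzyme buffer wells for full effect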
# Jurkat NFkB inh – inhibitors of the PMA/ionomycin-induced NF-kB reporter in Jurkat cells | PMA/ionomycin-induced NF-kB luciferase reporter, luminescence | inhibition, % at 4 µM | hit rate 0.53% among 330,000 | AID 435003
# * = called active by the depositor; . = not tested or not shown. Rule as the data show it, unless noted: active = inhibition above about 50%; inactive = the rest.
# Screens in order: Jurkat NFkB inh, UBC13 inh, Gli-Sufu block, SENP8 block, Apaf1 inhib, HKDC1 inhibitor, SENP7 inh, 697 NFkB inh
- O=[N+]([O-])c1ccc(NCc2ccc3c(c2)OCO3)cc1
 : -46, -16, -15, -13, 14, 10, -11, -38
- Cc1ccc(S(=O)(=O)N/N=C/c2ccc(C#N)cc2)cc1
 : 9, -2, 24, 9, -2, 0, 3, 5
- COc1ccc(CNCc2cc(OC)ccc2OC)cc1
 : 2, -1, 20, -11, 1, 3, -1, -2
- CCCCCN(C(=O)CCC(=O)OCC(=O)c1ccc(C(C)CC)cc1)c1c(N)n(CCCC)c(=O)[nH]c1=O (configuration not stated)
 : -3, -21, 13, 1, 19, -1, -1, -17
- COc1cc(C(=O)N/N=C(\C)c2ccc3c(c2)OCO3)cc(OC)c1OC
 : 52*, -1, 6, 1, -7, -8, -2, -26
- C#CCOCCOCCOCCNc1nc(N2CCN(C(=O)[C@H](Cc3cc4ccccc4[nH]3)n3cc([C@@H](N)C(C)CC)nn3)CC2)nc(N2CCN(C(=O)[C@H](CCCCN)n3cc([C@@H](N)CO)nn3)CC2)n1 (some centres not stated)
 : -5, 110*, ., -10, 10, ., 11, 3
- NCCCCCNC(=O)c1[nH]cnc1C(=O)N[C@@H](Cc1ccccc1)C(=O)OCc1ccccc1
 : 15, 28, 21, -1, 32, 0, -1, 6
- CN1CCc2c(sc3nc(NN)n(-c4ccc(Cl)cc4)c(=O)c23)C1
 : 1, -4, 0, 2, 6, -26, 5, -9
- N#CC1=C(N)SC(N)=C(C#N)C1c1ccc([N+](=O)[O-])cc1
 : -4, -2, -15, -10, 6, 3, -9, -2
- CCOc1ccc(C(=O)Nc2nnc(SCC(=O)NCC3CCCO3)s2)cc1OCC (configuration not stated)
 : 1, -9, 0, 8, -1, -2, 4, 7
- CCOC(=O)Nc1nnc(CCc2ccccc2)s1
 : 6, -4, 2, 0, 7, -2, 3, 16
- CCc1ccc2[nH]c3nc(SCc4nnc(-c5ccccc5)o4)nnc3c2c1
 : 18, -18, -1, -3, -1, -13, 10, -26
- COc1ccc(CNC(=O)CCCn2nc(C)c([N+](=O)[O-])c2C)cc1OC
 : -6, 0, 0, 1, -8, -5, 5, 33
- CC1CCc2sc(C(=O)N(C)CC(=O)Nc3cccc(F)c3)cc2C1 (configuration not stated)
 : -15, 1, 0, 8, 29, -1, -1, 2
- CCOC(=O)CC1C(=O)NCCN1C(=O)Nc1ccccc1 (configuration not stated)
 : -5, -1, 2, -6, 6, -5, 4, 14
- O=C(c1ccccc1)c1coc2ccc(O)c(Cl)c12
 : -20, 28, 2, 4, -16, -5, 0, -13
- CCn1c(=O)c(CCC(=O)NCC2CCCO2)c(C)c2c(C)nn(-c3ccccc3)c21 (configuration not stated)
 : 19, -5, -2, 4, 20, -3, -1, -1
- COc1cccc(CNC(=O)C2CC(=O)N(C3CCCCC3)C2)c1 (configuration not stated)
 : 7, -4, -11, 5, 2, 3, 5, -8
- O=C(CSc1nnc(-c2cccnc2)s1)Nc1ccnc2ccccc12
 : 39, -8, 13, -11, 6, 35, -8, 5
- CCOc1ccccc1C1C(C(=O)Nc2ccc(OC)cc2)=C(C)Nc2nc(CCCO)nn21 (configuration not stated)
 : -3, -4, -5, 9, -15, 7, 3, 6
- Cc1ccc(-c2noc(C3CCCCC3)n2)cc1
 : -73, -2, 7, 20, 16, 9, 15, -56
- O=C1c2cc(Br)ccc2OC2C=CC=CC12 (configuration not stated)
 : ., ., -21, ., 18, 10, 36, -9
- Cc1nc(C)c(C(=O)OCC(=O)NCCc2ccc(F)cc2)s1
 : -4, -2, -11, 1, 8, -3, 5, -7
- CCSc1nnc(N2C(=O)C(O)=C(C(=O)c3ccco3)C2c2cccc(OC)c2)s1 (configuration not stated)
 : -7, -15, 2, -3, 3, 12, 1, -13
- Nc1cc(C(=O)OCC(=O)NCCC2=CCCCC2)ccc1Cl
 : -1, 11, -1, -3, 10, -4, 12, 3
- Cc1ccc(/C=N/NC(=O)c2cc3ccccc3cc2O)o1
 : -37, -26, -52, 56*, 21, -5, 19, -12
- O=C1CCCN1c1ccc(S(=O)(=O)Nc2ccc3c(c2)OCCO3)cc1
 : 37, -5, 12, 0, -13, -3, 0, -68
- O=C1/C(=C/c2ccccc2)SC(=S)N1N1C(=O)C2CC2C1=O (configuration not stated)
 : -15, -8, -8, 4, 5, -2, 7, -16
- CN(C)/C=N/c1nc2nccc(-c3ccccn3)n2n1
 : 5, 6, 3, -1, 2, -6, -2, 9
- Cc1ccc(C(=O)NCC(=O)OCC(=O)c2c(N)n(C)c(=O)n(C)c2=O)cc1C
 : -2, -12, 5, -6, 1, -10, -7, -4

# Overlap with the part before: 5 entries; new compounds follow.
# Screens in order: Jurkat NFkB inh, UBC13 inh, Gli-Sufu block, SENP8 block, Apaf1 inhib, HKDC1 inhibitor, SENP7 inh, 697 NFkB inh
- Cc1ccc(/C=N/NC(=O)c2cc3ccccc3cc2O)o1
 : -37, -26, -52, 56*, 21, -5, 19, -12
- O=C1CCCN1c1ccc(S(=O)(=O)Nc2ccc3c(c2)OCCO3)cc1
 : 37, -5, 12, 0, -13, -3, 0, -68
- O=C1/C(=C/c2ccccc2)SC(=S)N1N1C(=O)C2CC2C1=O (configuration not stated)
 : -15, -8, -8, 4, 5, -2, 7, -16
- CN(C)/C=N/c1nc2nccc(-c3ccccn3)n2n1
 : 5, 6, 3, -1, 2, -6, -2, 9
- Cc1ccc(C(=O)NCC(=O)OCC(=O)c2c(N)n(C)c(=O)n(C)c2=O)cc1C
 : -2, -12, 5, -6, 1, -10, -7, -4
- O=C(OCc1c(-c2ccccc2)ncc2ccccc12)c1ccco1
 : 19, 26, 1, -11, 10, 2, 2, -7
- O=C(O)c1cc(NN=C2CCN(Cc3ccccc3)CC2)ccc1Cl
 : 16, 1, -27, 6, -4, 0, 4, -14
- Cc1nc(NCCc2ccccc2)c2nnn(Cc3ccccc3Cl)c2n1
 : -14, 0, 12, -8, 8, -7, 1, 3
- CCCC(=O)N1CCN(Cc2nc3cc([N+](=O)[O-])ccc3n2C)CC1
 : -20, -5, 9, -9, 12, -2, -7, -20
- CSCCC(NS(=O)(=O)c1ccc(Cl)cc1)C(=O)OCC(=O)NC1CC1 (configuration not stated)
 : 0, 3, 32, 1, -1, -9, -2, -25
- CCC(C)N1C(=O)CCC1C(=O)NCCc1ccc(Cl)cc1 (configuration not stated)
 : -12, -4, 12, -7, 5, -2, -11, 12
- CCc1cccc(NC(=O)C2CCCN2S(=O)(=O)c2cccc3cccnc23)c1 (configuration not stated)
 : 8, -4, 52, -16, 7, -1, -19, -25
- COc1ccc(-n2c(CNC(=O)c3ccc(S(=O)(=O)N4CCCC4)cc3)n[nH]c2=S)cc1
 : -7, -2, -1, -6, 10, -5, -8, 9
- O=C(NCc1cccnc1)c1cnc2n(c1=O)CCS2
 : 1, 1, -18, -11, -8, 0, -4, 11
- O=C(CSCc1c(F)cccc1Cl)NCCSCc1ccco1
 : -2, 9, 28, -4, 3, -5, 9, 10
- CCOC(=O)C1=C(c2ccccc2)NC(=O)NC1c1ccc(OC)cc1OC (configuration not stated)
 : -1, 4, -5, 4, 0, -1, 4, 11
- O=C(COc1ccc(S(=O)(=O)N2CCCCC2)cc1)NCc1ccncc1
 : 6, -1, 5, 2, -21, -3, 7, 29
- CCOC(=O)c1c(C)c(C(=O)NCc2ccc(OC)cc2)c(C)n1C
 : -9, -3, 3, -4, 4, -5, 5, 2
- COc1ccccc1C(=O)COC(=O)Cn1[nH]c(=O)c2ccccc2c1=O
 : 16, 2, -1, -5, 3, -1, -3, 0
- O=C(N/N=C/c1ccccc1[N+](=O)[O-])c1ccc2c(c1)OCCO2
 : -134, -2, -50, 43, 5, -6, 46, -136
- O=C(O)c1cccc(Nc2nc(-c3cc4ccccc4oc3=O)cs2)c1
 : -17, 12, -91, 14, -3, 3, 8, -160
- Cc1cc(Cl)cc(C)c1OCC(=O)N1CCN(c2ncccn2)CC1
 : 10, 9, -4, -6, 4, 3, 3, 14
- O=C(NCc1ccncc1)C1CCN(S(=O)(=O)Cc2ccccc2)CC1
 : 3, 1, -30, 0, -4, 0, 5, 8
- O=C(CSc1ncnc2nc[nH]c12)Nc1ccc(Br)cc1Cl
 : -13, 8, -6, -3, -18, 0, 6, -19
- CC(C)N1CCN(Cc2cccn2-c2cccnc2)CC1CCO (configuration not stated)
 : -4, 4, -4, -1, -6, -19, -3, 6
- O=C1C2CCCN2C(c2ccccc2F)N1c1cccc(Cl)c1 (configuration not stated)
 : -2, 3, -10, -5, -8, -2, 2, 5
- COc1cccc(/C=C/C(=O)OCC(=O)N2c3ccccc3CC2C)c1OC (configuration not stated)
 : -3, -3, -13, 4, 13, -5, -7, -13
- COc1ccccc1CNC(=O)c1cnn2c(C(F)F)cc(C)nc12
 : -19, 0, 2, -6, 17, 3, 8, -23
- COc1ccc(/C=C/C(=O)NCCc2c[nH]c3ccccc23)cc1OC
 : -10, 1, 12, -4, -4, -3, 9, 11
- COC(=O)c1ccc(/C=N/Nc2nc(-c3ccccc3)cs2)cc1
 : -6, 0, -37, -1, -7, -7, 7, -51
- O=C(NCCN1CCOCC1)c1c(O)nc2ccccn2c1=O
 : -6, -5, -39, -5, -2, 2, 11, 3
- Cn1c(SCC(=O)NC2CCCC2)nnc1-c1ccc(S(=O)(=O)N2CCOCC2)cc1
 : 3, 8, -2, 2, -16, 0, -1, 21
- CCCCC(NC(=O)c1ccc(Cl)cc1)C(=O)O (configuration not stated)
 : 17, 5, 3, 2, -16, 6, -4, 18
- COC(=O)c1c(C(=O)OC)c(-c2ccc(Cl)c(Cl)c2)n2c1CCC2
 : -14, -5, 6, -1, 24, -3, -7, -28
- COc1ccc(CNc2nc(SCC(=O)NCc3ccco3)nc3ccccc23)cc1
 : -12, 14, 16, 2, -14, -7, 5, -1

# Quoted at random: 3 records from the list, in no set order.
# Screens in order: Jurkat NFkB inh, UBC13 inh, Gli-Sufu block, SENP8 block, Apaf1 inhib, HKDC1 inhibitor, SENP7 inh, 697 NFkB inh
- O=C(O)c1cccc(Nc2nc(-c3cc4ccccc4oc3=O)cs2)c1
 : -17, 12, -91, 14, -3, 3, 8, -160
- O=C(CSCc1c(F)cccc1Cl)NCCSCc1ccco1
 : -2, 9, 28, -4, 3, -5, 9, 10
- COc1cccc(/C=C/C(=O)OCC(=O)N2c3ccccc3CC2C)c1OC (configuration not stated)
 : -3, -3, -13, 4, 13, -5, -7, -13

# 3 of the entries above in order of the Jurkat NFkB inh value, highest first.
canonical_smiles | Jurkat NFkB inh
O=C(OCc1c(-c2ccccc2)ncc2ccccc12)c1ccco1 | 19
Cc1ccc(C(=O)NCC(=O)OCC(=O)c2c(N)n(C)c(=O)n(C)c2=O)cc1C | -2
O=C(NCCN1CCOCC1)c1c(O)nc2ccccn2c1=O | -6

# Going on with the list:
# Screens in order: Jurkat NFkB inh, UBC13 inh, Gli-Sufu block, SENP8 block, Apaf1 inhib, HKDC1 inhibitor, SENP7 inh, 697 NFkB inh
- CN(C)C(=O)c1cc([N+](=O)[O-])ccc1O
 : 0, -1, -17, -5, -10, 0, -8, 6
- CCOC(=O)c1c(NC(=O)CSc2nccn2C)sc(C(=O)NC)c1C
 : 19, -2, 9, -7, 2, 6, -5, -1
- Cc1oc2ccccc2c1-c1cn2c(n1)SCC2
 : -12, 10, 5, 5, -18, 1, -2, 21
- Fc1ccccc1CNc1ccc(Cl)cc1
 : -15, -1, -20, -14, -4, -2, -6, -4
- S=C(NCCCN1CCOCC1)N1CCN(c2ccccc2)CC1
 : -11, -13, -1, -9, -4, -6, -18, -10
